# HT1080 IDH1KD tx – HT-1080 IDH1 knockdown cell toxicity (counter line) | HT-1080 IDH1 knockdown viability, ATP luminescence, 48 h | Potency, µM (titrated, usually from 46.1 µM), for inactives: at the highest dose activity, negative = toxicity, actives largely listed as cytotoxic | 360,000 tested, 2% active;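 also: potency is read from the fitted curve at half-maximal effect; 0% = DMSO wells and -100% = cell-free medium wells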
#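 After a 2 h attachment period, IDH1KD HT-1080 cells took pin-transferred compound for 48 h at 37 °C; ATP-based luminescence after 10 min room-temperature reagent incubation reported viability.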
# IL-1B inflam inh – inflammasome signaling inhibition, IL-1 beta readout | 360,000 tested, 4.7% active | AID 743279 | activity change, % at 57.5 µM | THP-1 LPS/ATP IL-1B secretion, AlphaLISA, 16 h; hits give low values; in the data active = activity change below about -50%; inconclusive = mostly about -30% to -49%; also: % is scaled to controls: 0 for no effect and ±100 for the full control effect
#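 THP-1 cells pretreated 1 hr with compounds (up to 57.5 uM final), then stimulated with LPS (250 ng/mL final) plus ATP (1.25 mM final); secreted IL-1B measured by AlphaLISA after 16 hr, decreased signal indicating inhibition.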
# KB-3-1 cytotox – KB-3-1 parental cell cytotoxicity; KB-3-1 viability, CellTiter-Glo ATP luminescence, 72 h; Potency, µM (series often up to 46.1 µM), inactives show at the top dose activity change, negative = cytotoxic, hits mostly cytotoxic; 400,000 tested, 1.4% active; AID 1347075; also: potency is read from the fitted curve at half-maximal effect; % is scaled to controls: 0 for no effect and ±100 for the full control effect; nearly all actives have a fitted effect of over 60% in size
#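 KB-3-1 cells, DMEM (no phenol red) + 10% FBS; compound by pin transfer, 72 h, 37 °C. Readout: CellTiter-Glo luminescence after 10 min. Data normalized, curve-fitted.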
# ATXN2 expr inh – ATXN2 expression inhibition | HEK-293 ATXN2-luciferase reporter, luminescence, 24 h | 360,000 tested, 0.72% active | Potency, µM (top dose mostly 57 µM), for inactives: at the highest dose activity change, negative = inhibition, most hits filed as inhibitors; also: potency is read from the fitted curve at half-maximal effect; % is scaled to controls: 0 for no effect and ±100 for the full control effect; nearly all actives have a fitted effect of over 55% in size
#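 ATXN2-luciferase reporter cells (luciferase flanked by upstream and downstream ATXN2 gene portions) were treated 24 h at 37 °C with compounds at up to 57 uM. SteadyGlo luminescence gave expression; GF-AFC fluorescence gave viability.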
# HepG2 viability – kills HepG2 cells in TGF-b inhibitor counter-screen; HepG2 CAGA-GFP viability, ATP luminescence, 18 h; Potency, µM (highest dose often 46.1 µM), inactives show top-dose activity change, negative = cytotoxicity, most hits filed as cytotoxic; 410,000 tested, 0.76% active; AID 588856; also: potency is read from the fitted curve at half-maximal effect; some results filed as inactive show a strong effect at the top dose
#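 HepG2 CAGA-GFP cells (1000/well, DMEM with 1% FBS) received compound, then TGF-beta at 500 pg/mL final, and were incubated 18 hours at 37 degrees C. Viability was read by CellTiter-Glo luminescence. Media-only wells were set as complete cell-killing and DMSO as no toxicity.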
# S2 tox – cell viability loss in ATXN counter-screen. S2 cells (HEK-293 line with an ATXN2-luciferase reporter) viability, CellTiter-Fluor protease fluorescence, 24 h. Potency, µM (highest dose often 56.7 µM), actives largely listed as cytotoxic. 400,000 tested, 0.49% active. AID 651635; also: potency is read from the fitted curve at half-maximal effect; nearly all actives have a fitted effect of over 40% in size
# SW480 rereplic – inducers of DNA re-replication in SW480 colon cancer cells; 340,000 tested, 1.8% active; Potency, µM (series often up to 46.1 µM), for the others: at the highest dose re-replication activation, actives largely listed as activators; SW480 DNA re-replication, Hoechst DNA content imaging, 48 h; AID 624297; also: potency is read from the fitted curve at half-maximal effect; % of control where 0% means no effect; nearly all actives have a fitted effect of over 55% in size
#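 DNA re-replication was detected as more nuclei of elevated Hoechst intensity after 48 hr exposure to compound (23 nL pinned per well of 250 cells).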
# MCF10A rerep – DNA re-replication induction in MCF 10a cells; MCF 10A DNA re-replication, Hoechst nuclear intensity, 48 h; Potency, µM (top dose mostly 46.1 µM), for the others: top-dose activity, positive = re-replication, actives largely listed as activators; 350,000 tested, 2.9% active; AID 624296; also: potency is read from the fitted curve at half-maximal effect; % of control where 0% means no effect; nearly all actives have a fitted effect of over 50% in size
# HT1080-NT tox – kills 2HG-producing HT-1080-NT fibrosarcoma cells; HT-1080-NT fibrosarcoma viability, CellTiter-Glo ATP luminescence, 48 h; Potency, µM (highest dose often 46.1 µM), for the others: at the top dose activity, negative = less viability, most hits filed as cytotoxic; 360,000 tested, 1.6% active;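 also: NT is the 2HG producing partner of a matched IDH1 knockdown line; potency is read from the fitted curve at half-maximal effect; 0% = DMSO-treated cells and -100% = media-only wells without cells; nearly all actives have a fitted effect of over 55% in size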
#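 Read-out is CellTiter-Glo luminescence after 10 minutes at room temperature, following 48 hours' compound treatment of HT-1080-NT cells (750 cells/well, RPMI, 5% FBS, 37 degrees C).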
# The depositor's hits bear a star; i = inactive; ? = inconclusive; / = no result given; & = joins results of further samples; [ ] = another dose, or the depositor's remark. Unless noted, calls follow the shape of the dose curve; as a rule, active = well fitted curve in the direction sought with a large enough effect; inconclusive = small, poorly fitted or top-dose-only effect, or another doubt; inactive = no such curve, though single readings can be large; an effect the other way counts as inactive or inconclusive.
SMILES,HT1080 IDH1KD tx,IL-1B inflam inh,KB-3-1 cytotox,ATXN2 expr inh,HepG2 viability,S2 tox,SW480 rereplic,MCF10A rerep,HT1080-NT tox
O=c1cc(CO)oc(C(Nc2ccccn2)c2cccc(F)c2)c1O (configuration not stated),3%,-1,3%,2%,-8%,i,-13%,0%,3%
N#CCCN(Cc1cccnc1)C(=S)Nc1ccccc1Cl,13%,42,0%,18%,-3%,i,-3%,-13%,8%
Cn1ncc(Cl)c1C(=O)N/N=C/c1cc2c(cc1[N+](=O)[O-])OCO2,-12%,-1,14%,-19%,3%,i,-2%,23%,-6%
O=C(OCC(=O)N1CCCC1)c1c[nH]c2ccccc12,10%,-15,1%,/,1%,/,-3%,-6%,17%
CCN(CC(=O)Nc1c(F)cccc1F)C(=O)C1COc2ccccc2O1 (configuration not stated),-4%,8,-1%,4%,-8%,i,2%,4%,-1%
O=C(Nc1ccc2c(c1)CCCN2C(=O)c1cccs1)c1cccc(F)c1,?,/,?,?,-33%,?,-10%,19%,?
O=C(N/N=C/c1ccccc1)NC1CCCCC1,10%,-4,-10%,67%[activator],-13%,i,-88%[inhibitor],-38%[inhibitor],7%
O=C(O)c1ccc(CN2C(=O)c3ccc(Oc4ccc([N+](=O)[O-])cc4)cc3C2=O)cc1,-6%,36,-1%,/,-5%,i,3%,-2%,12%
CS(=O)(=O)N1Cc2ccccc2CC1C(=O)O (configuration not stated),-2%,10,2%,8%,27%,i,-4%,-1%,0%
CCOC(=O)N1CCN(C2=NC3(CCCCC3)C(C#N)C(=O)N2)CC1 (configuration not stated),6%,-3,2%,-8%,-22%,i,0%,-5%,-5%
Cc1ccc(NC(=O)CCSc2nc(-c3ccc4c(c3)OCO4)cc(C(F)(F)F)n2)cc1,/,/,?,4%,-3%,i,/,/,/
CC(=O)N1CCc2cc(Br)cc(S(=O)(=O)NCCc3ccc(Cl)cc3)c21,/,/,12%,8%,5%,i,/,/,/
CCOc1ccc(/C=N/NC(=O)c2csc(C)c2C)c(OCC)c1,0%,8,-8%,-3%,-6%,i,?,-1%,0%
Cc1ccc(S(=O)(=O)c2c(C)cc(C)[nH]c2=O)cc1,6%,-6,7%,7%,-8%,i,1%,0%,5%
CCOC(OCC)c1nc(N)[nH]c(=O)c1CCCCc1ccccc1,-5%,36,-1%,-20%,-2%,i,6%,6%,-16%
COCCCNC(=O)C[C@H]1C[C@H](C(=O)N2CCOCC2)[C@@]2(C)c3[nH]c4cc(CCC(=O)N(C)C)ccc4c3CCN2C1=O,3%,43,13%,5%,5%,i,-15%,2%,4%
Cc1ccc(NC(=O)c2ccc(COc3ccccc3[N+](=O)[O-])o2)nc1,?,-7,-28%,/,-17%,?,-5%,16%,-23%
O=C(c1ccc(-n2cccc2)cc1)N1CCCCC1,6%,?,-18%,49%[activator],17%,i,2%,1%,5%
O=c1c2ccccc2nc(N/N=C/c2ccc(O)cc2)n1O,-2%,12,-1%,-6%,-30%,i,-2%,?,6%
COc1ccccc1C(=O)Nc1cccc(Oc2c(F)c(F)c(F)c(F)c2F)c1,-4%,-4,2%,-20%,-38%,i,25%,2%,?
CCOc1ccc(S(=O)(=O)N2CCN(C(=O)C3CSC4(C)CCC(=O)N34)CC2)cc1 (configuration not stated),5%,-4,7%,11%,-1%,?,-1%,1%,8%
CCOC(=O)CCCCC(=O)c1[nH]c(=O)[nH]c1CN1CCOCC1,6%,-74*,18%,23%,2%,i,-1%,-6%,12%
Cc1nc(SC(C)C(=O)Nc2c(C)n(C)n(-c3ccccc3)c2=O)nc(C)c1C (configuration not stated),-4%,0,0%,/,0%,i,-10%,-9%,6%
CCOc1ccccc1CNC(=O)Nc1cn(CC(C)C)c(=O)c2ccccc12,/,/,-3%,-8%,-5%,i,/,/,/
COc1ccc(C(=O)CCC(=O)Nc2cccnc2)c(OC)c1,26%,-10,-1%,-1%,-10%,i,-1%,-1%,0%
O=C(O)c1cccc(-n2c(/C=C/c3cccc([N+](=O)[O-])c3)nc3ccccc3c2=O)c1,13%,-5,14%,14%,-2%,i,9%,?,16%
O=S(=O)(NCCc1ccncc1)c1ccc(S(=O)(=O)N2CCCCCC2)cc1,-11%,14,-23%,-1%,-4%,i,1%,?,-13%
Cc1c(C(=O)O)sc2[nH]c(=O)n(Cc3ccccc3)c(=O)c12,1%,49,5%,-19%,10%,i,0%,-1%,4%
COc1ccc(Cc2nnc(NC(=O)C3CCCO3)s2)cc1 (configuration not stated),9%,3,23%,23%,6%,i,-1%,1%,24%
CC(=O)OCC(=O)C1(O)CCC2C3CC(C)C4=CC(=O)C=CC4(C)C3=CCC21C (configuration not stated),2%,-14,-3%,-17%,-10%,i,-4%,1%,3%

# An excerpt from above in order of the IL-1B inflam inh value, largest number first.
SMILES	IL-1B inflam inh	SW480 rereplic
COCCCNC(=O)C[C@H]1C[C@H](C(=O)N2CCOCC2)[C@@]2(C)c3[nH]c4cc(CCC(=O)N(C)C)ccc4c3CCN2C1=O	43	-15%
N#CCCN(Cc1cccnc1)C(=S)Nc1ccccc1Cl	42	-3%
COc1ccc(Cc2nnc(NC(=O)C3CCCO3)s2)cc1 (configuration not stated)	3	-1%
CCOC(=O)N1CCN(C2=NC3(CCCCC3)C(C#N)C(=O)N2)CC1 (configuration not stated)	-3	0%
COc1ccccc1C(=O)Nc1cccc(Oc2c(F)c(F)c(F)c(F)c2F)c1	-4	25%

# New compounds follow
SMILES,HT1080 IDH1KD tx,IL-1B inflam inh,KB-3-1 cytotox,ATXN2 expr inh,HepG2 viability,S2 tox,SW480 rereplic,MCF10A rerep,HT1080-NT tox
COc1ccc(N(CCC(=O)O)S(=O)(=O)c2ccc(C)c(C)c2)cc1,21%,7,6%,-2%,-11%,i,-11%,11%,20%
CCOC(=O)[C@]12CCCC=C1N(CCC1=CCCCC1)C(=O)[C@H](CC(=O)NCc1ccc(OC)c(OC)c1)C2,-11%,-14,-2%,/,/,/,/,/,-14%
Cc1noc(C)c1S(=O)(=O)N1CCC(C(=O)Nc2ccc(Br)cc2)CC1,?,31,-22%&0%,-14%&-10%,6%&-5%,i,28%,3%,?
CCc1cc(=O)oc2cc(C)cc(OCC(=O)C(C)(C)C)c12,-13%,36,0%,/,-39%,i,7%,?,-16%
CC(=O)Nc1ccc(NC(=O)C2CCN(S(=O)(=O)c3ccc4c(c3)CCCC(=O)N4)CC2)cc1,/,/,2%,1%,-1%,i,/,/,/
CCOc1ccc(OCCn2c(=S)[nH]c3c(N)ncnc32)cc1,-3%,41,-10%,4%[11.3 µM],-2%,i,-9%,9%,-9%
O=C(NCc1cccnc1)c1cc(Sc2ccc(F)cc2F)nc2ccccc12,-14%,?,-23%,-2%,-3%,i,0%,?,-17%
Cc1ccc2nc3c(cc(C#N)c(=O)n3-c3nccs3)c(=O)n2c1,-3%,11,0%,8%,-1%,/,?,?,-8%
O=C(O)c1ccc2cccnc2c1O,18%,16,6%,-2%,12%,i,6%,2%,5%
CC1(C)NC(=O)N(CC(=O)N2CCN(S(=O)(=O)c3ccccc3F)CC2)C1=O,-7%,7,-1%,/,-7%,i,-11%,-2%,2%

# Of the compounds above, two have two or more sulfur atoms:
SMILES,HT1080 IDH1KD tx,IL-1B inflam inh,KB-3-1 cytotox,ATXN2 expr inh,HepG2 viability,S2 tox,SW480 rereplic,MCF10A rerep,HT1080-NT tox
CCOc1ccc(S(=O)(=O)N2CCN(C(=O)C3CSC4(C)CCC(=O)N34)CC2)cc1 (configuration not stated),5%,-4,7%,11%,-1%,?,-1%,1%,8%
O=S(=O)(NCCc1ccncc1)c1ccc(S(=O)(=O)N2CCCCCC2)cc1,-11%,14,-23%,-1%,-4%,i,1%,?,-13%

# Later entries
SMILES,HT1080 IDH1KD tx,IL-1B inflam inh,KB-3-1 cytotox,ATXN2 expr inh,HepG2 viability,S2 tox,SW480 rereplic,MCF10A rerep,HT1080-NT tox
COc1cccc(NC(=O)c2ccccc2C(F)(F)F)c1,-1%,-6,16%,1%[11.3 µM],5%,?,-14%,5%,18%
CCCC(=O)N1CCC1(C)C(=O)Nc1ccccc1C(C)(C)C (configuration not stated),19%,25,0%,10%,1%,i,/,/,25%
O=C(NCc1n[nH]c(=O)c2ccccc12)C1CC(=O)N(c2ccccc2)C1 (configuration not stated),-14%,34,-9%,-6%,-31%,i,?,?,-5%
CNC(=O)C1CCC(Cn2c(=O)c3sccc3n(CC(=O)Nc3ccc(C)cc3C)c2=O)CC1 (configuration not stated),/,/,-5%,6%,0%,i,/,/,/
CC(=NNC(=O)c1ccncc1)c1ccc(O)cc1O,?,109,?,14µM*,10%,i,?,?,-18%
Cc1nn(C)cc1CNC(=O)c1cccc(Br)c1,-8%,0,-5%,54%[activator],-7%,i,-8%,6%,-3%
CC(=O)N1CCc2cc(Br)cc(S(=O)(=O)CCC(=O)N3CCN(c4cccc(C)c4C)CC3)c21,/,/,-1%,-35%,-42%,?,/,/,/
CNC(=O)CSc1nc2c([nH]c3ccccc32)c(=O)n1CCOC,-2%,53,-1%,18%,-4%,i,-8%,10%,-2%
COc1cccc(N(CC(=O)NCCSCc2ccc(Cl)cc2)S(C)(=O)=O)c1,-4%,-2,-17%,-10%,14%,i,2%,-2%,-1%
Cc1ccc(/C(O)=C2/C(=O)C(=O)N(c3ccccn3)C2c2ccc([N+](=O)[O-])cc2)cc1 (configuration not stated),-8%,-8,0%,/,0%,i,-7%,0%,-17%
CC1(C)CC(=O)C=C(c2n[nH]nc2C2=CCCCC2)C1,2%,-12,-6%,-7%,-17%,i,/,/,3%
O=C(NCCN1C(=O)C2C3C=CC(C3)C2C1=O)Nc1cccnc1 (configuration not stated),5%,34,5%,1%,-3%,i,-1%,5%,0%
